Compound activity: PubChem BioAssay, National Center for Advancing Translational Sciences (NCATS)
GAA inhib: blocks human lysosomal alpha-glucosidase | P10253 | purified human GAA, 4-MU-alpha-glucoside fluorescence | Potency, µM (titrated, usually from 76.9 µM), without a hit: at the highest dose activity change, negative = inhibition, most hits filed as inhibitors | hit rate 0.005% among 200,000 | AID 1466;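 also: plate controls were uninhibited enzyme wells for no effect and no-enzyme background for full effect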
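Read-out is 4-methylumbelliferone fluorescence (Ex 365/Em 440 nm) after NaOH/glycine stop at pH 10. Enzyme 4 nM, substrate 400 uM, pH 5.0 citrate buffer, 20 min room temperature; AC50 from Hill-equation concentration-response.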
HttQ103 aggreg: inhibitors of mutant huntingtin aggregate formation in PC12 cells; PC12 HttQ103-GFP aggregates, Acumen cytometry, 40 h; Potency, µM (titrated, usually from 46.1 µM), without a hit: top-dose activity change, negative = inhibition, hits mostly inhibitors; hit rate 1.1% among 220,000; also: % is scaled to controls: 0 for no effect and ±100 for the full control effect; nearly all actives have a fitted effect of over 60% in size
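Aggregates are detected as GFP objects 1–25 µm with signal 6 STDEV over background in lysates of induced PC12 cells. These carry Huntingtin exon 1 with 103 glutamines fused to GFP under an ecdysone promoter; compounds titrated.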
aGlu spleen mod: lysosomal alpha-glucosidase (human) modulation | human spleen homogenate, 4-MU-alpha-glucoside fluorescence | AID 2112 | Potency, µM (titrated, usually from 79.9 µM), inactives show top-dose activity change, negative = inhibition, actives largely listed as inhibitors | hit rate 0.006% among 240,000;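 also: 0% = enzyme with vehicle and -100% = no enzyme basal signal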
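Compounds were titrated against alpha-glucosidase in spleen homogenate at pH 5.0, with 1 mM 4-methylumbelliferyl substrate for 40 min at 37 C. Reactions were quenched with pH 10 NaOH/glycine and fluorescence measured.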
GAA glycogen: alters human alpha-glucosidase cleavage of glycogen | P10253 | recombinant GAA, glycogen substrate, Amplex Red glucose oxidase fluorescence | Potency, µM (top dose mostly 76.4 µM), without a hit: at the top dose activity change, negative = inhibition, hits mostly inhibitors | hit rate 0.38% among 300,000 | AID 2100;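 also: 0% = full enzyme reaction and -100% = no-enzyme basal signal; the screen sought inhibitors and activators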
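Natural-substrate format: glycogen cleavage by 4 nM human enzyme, glucose read by Amplex Red coupling (Ex 573, Em 610 nm). Normalized to enzyme and no-enzyme controls.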
IMPase Li cell: cell-permeable IMPase inhibitors with lithium potentiation | CHO-M1 cells, IP1 TR-FRET (IP-One), carbachol + lithium | Potency, µM (top dose mostly 59.4 µM), for inactives: top-dose activity, negative = IMPase inhibition, usual class: inhibitors | hit rate 0.35% among 210,000 | AID 1457;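 also: IP1 builds up when IMPase is blocked and the TR-FRET signal falls; plate controls were basal vehicle for no effect and high inhibitor control for full effect; nearly all actives have a fitted effect of over 50% in size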
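CHO-M1, 2000 cells/well, 16–30 h culture; cpd + low Li+, 30 min 37C; lysis with d2-IP1/Eu-anti-IP1 Ab, 10 min RT; TR-FRET 665/620 ratio and 620 channel; AC50 via Hill.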
GoLoco inh red: blocks human Gai1 binding to RGS12 GoLoco peptide, red readout; Gai1:RGS12 GoLoco peptide FP, rhodamine, 10 min; Potency, µM (top dose mostly 61.6 µM), without a hit: top-dose activity, negative = inhibition, actives largely listed as inhibitors; hit rate 0.44% among 230,000; active = well fitted inhibition curve with a large enough effect, not every such curve was filed as active; inactive = no such curve, though single readings can be large or run the other way; also: % is scaled to controls: 0 for no effect and ±100 for the full control effect; nearly all actives have a fitted effect of over 30% in size; many of its hits are not listed in these tables
Target sequence (P63096 whole entry, looked up): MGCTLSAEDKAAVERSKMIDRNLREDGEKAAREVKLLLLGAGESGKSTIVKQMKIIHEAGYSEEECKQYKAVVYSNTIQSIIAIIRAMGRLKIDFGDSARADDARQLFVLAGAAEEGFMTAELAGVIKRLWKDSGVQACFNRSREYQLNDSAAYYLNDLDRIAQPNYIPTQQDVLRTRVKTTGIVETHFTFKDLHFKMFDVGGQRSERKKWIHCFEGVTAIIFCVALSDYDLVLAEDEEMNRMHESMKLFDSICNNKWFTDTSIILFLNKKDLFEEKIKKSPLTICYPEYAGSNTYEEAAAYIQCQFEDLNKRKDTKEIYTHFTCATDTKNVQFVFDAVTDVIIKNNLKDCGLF
HTT ATP protect: cytoprotection in Huntington HTT-Q103 PC12 cell model; hit rate 0.14% among 230,000; Potency, µM (doses to about 56.4 µM), without a hit: cytoprotection (ATP increase), usual class: activators; PC12 HTT-Q103 induced, cytoprotection, ATP luminescence, 40 h;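 also: % of control where 0% means no effect; nearly all actives have a fitted effect of over 45% in size; toxic huntingtin expression switched on by the ecdysone agonist tebufenozide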
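PC12 cells with ecdysone-inducible HTT exon 1 Q103-GFP, induced with 100 nM tebufenozide and co-treated with library compounds in a dose series (1536-well, 1500 cells/well). Cytoprotection read as ATP content by ATPlite luminescence.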
Numbers without * were called inactive; ? = inconclusive; nt = not tested or not shown; & = joins results of further samples; ! = not active in a repeat; [ ] = dose if it differs, or a comment. Unless noted, calls follow the shape of the dose curve; as a rule, active = well fitted curve in the direction sought with a large enough effect; inconclusive = small, poorly fitted or top-dose-only effect, or another doubt; inactive = no such curve, though single readings can be large; an effect the other way counts as inactive or inconclusive. Potency is read from the fitted curve at half-maximal effect.

SMILES | GAA inhib | HttQ103 aggreg | aGlu spleen mod | GAA glycogen | IMPase Li cell | GoLoco inh red | HTT ATP protect
CC(CN1CCOCC1)C(=O)c1ccccc1 (configuration not stated) | -2% | -1%[9.22 µM] | -5% | -10% | 9%[38.3 µM] | 10% | -8%
Cc1cccc(CNc2ncnc3ccc(-c4ccc5c(c4)OCO5)cc23)c1 | nt | nt | -2% | nt | -22% | -7% | -22%
CSCCC(NC(=O)c1ccc([N+](=O)[O-])cc1Cl)C(=O)OCC(=O)NCCCc1ccccc1 (configuration not stated) | -5% | -7% | 0% | 11% | 5% | 13% | -16%[10 µM]
CCOC(=O)Cc1csc(SCC(=O)Nc2sc3c(c2C(N)=O)CCC3)n1 | 1% | 12% | -7% | -4% | 0%[38.3 µM] | 56%[activator] | -24%[10 µM]
Nc1cc(N2CCCCC2)c(Cl)cc1[N+](=O)[O-] | -7% | 13% | 1% | 3% | 11% | -4% | -18%[10 µM]
COc1ccc(C(=O)NC(=S)Nc2cccnc2)cc1OC | 6% | 12%[9.22 µM] | -2% | -2% | -6% | 10% | 2%[10 µM]
Cc1ccc(-c2csc3nc[nH]c(=S)c23)cc1 | 6% | ? | 1% | ? | -4% | 60%[activator] | -84%[inhibitor][10 µM]
CCOC(=O)c1ccc(NC(=O)CSc2nnc(C3CC3)n2C)cc1 | -1% | -16% | -1% | 9% | 2% | 11% | -3%[1.9 µM]
OC1(c2ccccc2F)CCN(Cc2nnnn2Cc2ccc(F)cc2)CC1 | 8% | 8%[9.22 µM] | -5% | 2% | 2% | 7% | 21%[10 µM]
CC(CCc1ccccc1)NCC#N (configuration not stated) | nt | 28%[9.22 µM] | -1% | 3% | nt | 2% | 19%[10 µM]
COc1cccc(-c2cc(NCc3ccc(OC)cc3OC)ncn2)c1 | nt | nt | -3% | nt | 6% | -1% | -43%[inhibitor]
CCC(=O)Nc1ccccc1C(=O)OC(c1ccccc1)c1ccccc1 | 1% | -10% | -2% | 9% | 22% | 9% | -10%[10 µM]
Cc1cccc(-n2c(N)c(C(=O)N3CCN(C)CC3)sc2=S)c1 | -5% | -9% | -1% | 5% | -4%[38.3 µM] | -2% | -14%
Cn1cc(/C=C/C(=O)N2CCCC(C(=O)c3cccc(C(F)(F)F)c3)C2)cn1 (configuration not stated) | nt | 5%[9.22 µM] | -7% | -4% | 5% | 1% | -2%[10 µM]
CN(C)CC1CCCCC1OC(=O)/C=C/c1ccccc1 (configuration not stated) | nt | -8%[9.22 µM] | -5% | 2% | nt | 10% | -5%[10 µM]
CCOC(=O)N1CCN(C(=O)CSc2nnc(-c3ccccc3OC)o2)CC1 | -2% | -1% | -7% | -3% | -10%[38.3 µM] | 0% | -11%
CCc1c(C(=O)N2CCN(c3ccccc3F)CC2)[nH]c(C)c1C(C)=O | -7% | -22% | -6% | 19% | -4%[38.3 µM] | 3% | -17%[10 µM]
CCCOC(=O)CCCCC1SCC(NC(=O)OC)C1NC(=O)OC (configuration not stated) | 14% | -10% | 4% | 5% | -8%[38.3 µM] | 4% | 2%[10 µM]
O=C(Nc1nnc(C2CC2)s1)C1Cc2ccccc2CN1S(=O)(=O)c1ccccc1F (configuration not stated) | -14% | ? | 7% | 5% | -11%[38.3 µM] | 8% | -28%
CNc1ccc(OC(F)F)cc1C(=O)c1ccccc1 | -1% | 8% | 2% | -6% | 3%[38.3 µM] | -4% | 3%
Cc1cc(=O)[nH]c(-c2ccccc2O)n1 | -4% | -5% | -2% | -10% | -2%[38.3 µM] | 2% | -8%
O=[N+]([O-])c1ccc(/C=N/n2c(-c3cccnc3)n[nH]c2=S)cc1 | 7% | 1% | 3% | -7% | nt | nt | -6%[10 µM]
O=C(CNC(=O)c1ccc(Cl)cc1)NCCCn1ccnc1 | -3% | -10% | 0% | -1% | 1%[38.3 µM] | 3% | 5%
Cc1ccc(C(=O)N/C(=C\c2ccc(Br)cc2)c2nc(=S)[nH][nH]2)cc1 | -12% | 17% | -24% | ? | 14%[38.3 µM] | 1% | -65%[inhibitor]
Clc1ccc2nc(-c3ccccc3)nc(C(Cl)Cl)c2c1 | nt | 1.4µM* | -3% | 4% | nt | -6% | -82%[inhibitor][10 µM]

Molecules from the list above that have an NH in an aromatic ring:
SMILES | GAA inhib | HttQ103 aggreg | aGlu spleen mod | GAA glycogen | IMPase Li cell | GoLoco inh red | HTT ATP protect
Cc1ccc(-c2csc3nc[nH]c(=S)c23)cc1 | 6% | ? | 1% | ? | -4% | 60%[activator] | -84%[inhibitor][10 µM]
CCc1c(C(=O)N2CCN(c3ccccc3F)CC2)[nH]c(C)c1C(C)=O | -7% | -22% | -6% | 19% | -4%[38.3 µM] | 3% | -17%[10 µM]
Cc1cc(=O)[nH]c(-c2ccccc2O)n1 | -4% | -5% | -2% | -10% | -2%[38.3 µM] | 2% | -8%
O=[N+]([O-])c1ccc(/C=N/n2c(-c3cccnc3)n[nH]c2=S)cc1 | 7% | 1% | 3% | -7% | nt | nt | -6%[10 µM]
Cc1ccc(C(=O)N/C(=C\c2ccc(Br)cc2)c2nc(=S)[nH][nH]2)cc1 | -12% | 17% | -24% | ? | 14%[38.3 µM] | 1% | -65%[inhibitor]

Next part.
SMILES | GAA inhib | HttQ103 aggreg | aGlu spleen mod | GAA glycogen | IMPase Li cell | GoLoco inh red | HTT ATP protect
O=C(Nc1cccc(Cl)c1)Nc1ccnc(-c2cccnc2)n1 | 1% | -7%[9.22 µM] | 1% | -11% | -4% | -20% | ?
CCc1nnc(NC(=O)Nc2ccc(Cl)cc2)s1 | 9% | 6%[9.22 µM] | 1% | 14% | -3% | 15% | -8%[10 µM]
CC(=O)N1CC(C)c2scc(C)[n+]2-c2ccccc21 (configuration not stated) | -5% | ? | 0% | -9% | 0% | -1% | nt
O=C(Nc1ccccc1)c1cc2ccccc2o1 | 2% | -11% | 3% | 2% | 5% | 4% | ?
COc1ccc(NC(=O)N2c3ccccc3C(C)=CC2(C)C)cc1 | -1% | 1% | 0% | -12% | 16% | 4% | nt
COc1ccc(N2CCN(C(CNC(=O)c3ccc4c(c3)OCO4)c3cccnc3)CC2)cc1 (configuration not stated) | 2% | 11% | -11% | -6% | 0%[38.3 µM] | -6% | -13%
Cc1ccc(CSc2ncnc3c2cnn3-c2ccc(C)cc2)cc1 | 0% | -2% | 1% | 0% | -9% | 85%[activator] | 15%[10 µM]
CCCC[C@@H]1C[C@H]1C(NC(=O)c1cccnc1)c1ccc(Cl)cc1 (some centres not stated) | nt | nt | 4% | nt | 13% | 9% | -107%[inhibitor]
CCOc1ccc(CCNC(=O)c2cc3ccccn3n2)cc1OCC | 0% | -22% | 2% | 10% | 6%[38.3 µM] | 7% | -24%
NC(N)=Nc1nc(-c2ccccc2)c2cc(F)ccc2n1 | -6% | ? | -3% | 5% | -3% | -2% | nt
COC(=O)CNC(=O)c1cccc(-c2ccc(OC)cc2)c1 | 12% | 17%[9.22 µM] | -2% | -5% | -3% | 13% | 2%[10 µM]
CC(C)CN(C(=O)c1ccc(=O)n(C)n1)c1nc2ccccc2s1 | -3% | 2% | 4% | -17% | 31%[38.3 µM] | 1% | -2%[10 µM]
CC(=O)Nc1ccc(S(=O)(=O)NCc2ccncc2)cc1 | 1% | 6%[9.22 µM] | 4% | -13% | 5% | -5% | 38%[10 µM]
CC1=C(/C=C/C(C)=C/C=C/C(C)=C/CO)C(C)(C)CCC1 | nt | -5% | -11%&6%&-5%&-3% | nt | 8%&4%&10%&10% | -6%&-7%&6%&17% | 10µM*!
O=C1c2ccccc2C2NC(=O)C3(CCCCC3)N12 (configuration not stated) | -13% | -12% | -5% | -10% | -12%[38.3 µM] | 1% | 5%
CC(C)[C@H](NC(=O)OC(C)(C)C)c1nnc(S(=O)(=O)Cc2c(F)cccc2Cl)o1 | 0% | 10µM* | 2% | 0% | 48%[activator][38.3 µM] | -23% | -115%[inhibitor]
Cc1nn(C)c(Oc2ccc(Cl)cc2)c1C(=O)Nc1ccc(F)cc1F | ? | -16% | -5% | 1% | 18%[38.3 µM] | 2% | 8%
COc1ccc(S(=O)(=O)N2CCC(C(=O)NCCC3=CCCCC3)CC2)cc1OC | ? | 5% | 4% | 0% | 0%[38.3 µM] | 3% | -30%
CCOc1ccc(NC(=O)C2CCCN(S(=O)(=O)c3c(C)n[nH]c3C)C2)cc1 (configuration not stated) | nt | 22%[9.22 µM] | 7% | 4% | 9% | 6% | -8%
COc1cc(C2C(C(=O)c3cccs3)=C(O)C(=O)N2Cc2ccco2)cc(OC)c1OC (configuration not stated) | 0% | 11% | -19% | -7% | -11%[38.3 µM] | 2% | 5%
Cc1ccc(C(=O)OCC(=O)NC(C)C)cc1S(=O)(=O)N1CCOCC1 | -3% | 27% | -1% | -2% | -16% | 6% | 0%
Cc1cccc(C(=O)O/N=C(\N)c2cccc([N+](=O)[O-])c2)c1 | 8% | -28% | -11% | -4% | 10%[38.3 µM] | -1% | -3%
CCOn1c(=O)c(C)[n+]([O-])c2ccccc21 | 8% | -9% | -4% | 4% | 1% | 33%[activator] | 14%[10 µM]
COCCNC(=O)CN1C(=O)COc2ccc(Cl)cc21 | 3% | -4% | 2% | 5% | -4% | -15% | -7%
Cc1ccc(Cl)cc1NC(=O)C1CCCCC1C(=O)O (configuration not stated) | 7% | 12% | 2% | 10% | -6% | 5% | 28%
Cc1cc(C)n(-c2cc(Cl)ccc2[N+](=O)[O-])n1 | 15% | nt | 1% | 10% | -13% | -4% | nt
Cc1ccnc(NS(=O)(=O)c2ccc(NC(=O)/C=C/c3cccs3)cc2)n1 | -3% | 18% | -3% | -7% | -2% | 9% | -10%
CCCCCCC(=O)Nc1nc(C)c(-c2csc(Nc3cc(OC)ccc3OC)n2)s1 | 2% | -34% | 2% | ? | 14%[38.3 µM] | 0% | -50%[inhibitor]

Exported with values under each structure: two of the compounds above
Value order: GAA inhib	HttQ103 aggreg	aGlu spleen mod	GAA glycogen	IMPase Li cell	GoLoco inh red	HTT ATP protect
CCOC(=O)c1ccc(NC(=O)CSc2nnc(C3CC3)n2C)cc1
 : -1%	-16%	-1%	9%	2%	11%	-3%[1.9 µM]
Cc1ccc(CSc2ncnc3c2cnn3-c2ccc(C)cc2)cc1
 : 0%	-2%	1%	0%	-9%	85%[activator]	15%[10 µM]

A portion of the library, so the mix of outcomes need not match the whole.
